PERK inhibitor: human PERK inhibition, primary cell-based screen; CHO PERK-DD fusion, SEAP luminescence translation reporter; Q9NZJ5; inhibition, % at 5.6 µM; AID 1416; 220,000 tested, 0.17% active;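 active = inhibition above the mean inhibition of all tested compounds plus 3 SD, set separately per screening campaign, cut at about 2.9% in these data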;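 also: PERK kinase domain activated by AP20187 dimerizer at 100 nM; 0% = DMSO with dimerizer and 100% = rapamycin at 8.4 µM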
p97 ATPase inh: human p97 ATPase inhibition | recombinant p97 ATPase, Kinase-Glo ATP luminescence, 3 h | 220,000 tested, 0.42% active | AID 1481 | P55072 | inhibition, % at 8 µM; in the data active = inhibition above about 15%;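 also: 0% = DMSO vehicle and 100% = wells lacking enzyme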
Wee1 stabilizer: blocks degradation of human Wee1 kinase; 220,000 tested, 1.2% active; HeLa Luc-Wee1K328M stability, luciferase luminescence; 100% = proteasome inhibitor MG132 effect; P30291; reporter increase, % at 5 µM;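 active = activation above the mean of all tested compounds plus 3 SD, set per screening run, cut at about 8.8% in these data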;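 also: cells exposed to compound for 20 h before luminescence read; 0% = DMSO alone and 100% = MG132 at 30 µM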
FXIa inh 1536: inhibitors of human coagulation factor XIa; purified FXIa, Boc-Glu-Ala-Arg-AMC fluorogenic substrate; inhibition, % at 5 µM; 220,000 tested, 0.14% active; P03951;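 active = inhibition of at least 40%; inactive = inhibition below 40%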;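 also: fluorescence of freed AMC excited at 355 nm; 0% = enzyme without compound and 100% = no enzyme blank; many of its hits are not listed in these tables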
Furin inhibitor: human furin inhibition. P09958. purified furin, fluorogenic substrate cleavage. inhibition, % at 30 µM. 220,000 tested, 0.061% active. AID 463115; in the data active = inhibition above about 25%; also: inactives centre near -15
FXIIa inh: inhibitors of human coagulation factor XIIa; 220,000 tested, 0.3% active; P00748; AID 800; inhibition, % at 5 µM; purified FXIIa, Boc-QGR-AMC fluorogenic substrate, 2 h; in the data active = inhibition above about 40%;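 also: 0% = enzyme with no compound and 100% = blank without enzyme; many of its hits are not listed in these tables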
Target sequence (P00748 20-372 limits assumed): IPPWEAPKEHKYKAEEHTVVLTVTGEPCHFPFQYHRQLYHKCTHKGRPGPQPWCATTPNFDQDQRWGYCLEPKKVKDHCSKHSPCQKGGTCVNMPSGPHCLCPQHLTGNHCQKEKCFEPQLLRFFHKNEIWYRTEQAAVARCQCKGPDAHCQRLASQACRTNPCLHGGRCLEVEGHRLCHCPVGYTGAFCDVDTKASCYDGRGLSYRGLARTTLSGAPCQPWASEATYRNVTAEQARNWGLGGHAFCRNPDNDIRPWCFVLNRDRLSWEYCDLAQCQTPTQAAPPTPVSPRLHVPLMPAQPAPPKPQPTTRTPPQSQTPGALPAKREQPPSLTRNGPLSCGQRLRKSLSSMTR
Target sequence (P00748 373-615 limits assumed): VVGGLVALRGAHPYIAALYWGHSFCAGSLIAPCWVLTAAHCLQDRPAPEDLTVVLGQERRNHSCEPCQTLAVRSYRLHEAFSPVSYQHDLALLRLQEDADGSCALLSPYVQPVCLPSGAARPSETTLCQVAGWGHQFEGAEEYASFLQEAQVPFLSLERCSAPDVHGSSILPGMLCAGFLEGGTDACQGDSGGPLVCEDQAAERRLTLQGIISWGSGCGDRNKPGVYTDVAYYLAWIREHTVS
thrombin 1536: blocks human thrombin protease activity; P00734; alpha-thrombin, Boc-VPR-AMC fluorogenic substrate cleavage; inhibition, % at 5 µM; 220,000 tested, 0.26% active;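 active = inhibition at or above 40%; inactive = inhibition below 40%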;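 also: 0% = enzyme with no compound and 100% = wells without enzyme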
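System: Human alpha-thrombin protein | Medium: pH 7.5 Tris (50 mM) with NaCl 150 mM, Tween 20 0.05% | Times: Enzyme reaction carried out at room temperature | Detection: AMC fluorescence, 355/460 nm | Evaluation: Percent inhibition scaled between no-compound controls and no-enzyme blanks | Benchmarks: Enzyme without compound as high, wells lacking enzyme as low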
Cl transport mod: KCC2 (human) Cl- transport modulation; KCC2 cells, thallium flux FluoZin-2 fluorescence; 190,000 tested, 2.2% active; Q9H2X9; B-score of Tl+ flux slope (higher = more flux/activation; lower = inhibition) at 10 µM; AID 1456;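 active = thallium flux slope and its plate-corrected score both differing from the plate sample mean at a set confidence after two filtering rounds, in either direction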;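 also: slope of fluorescence scaled to starting intensity during 10 to 20 s after thallium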
hK5 inh: inhibitors of human kallikrein 5; Q9Y337; recombinant hK5, fluorogenic AMC substrate cleavage; inhibition, % at 5 µM; 210,000 tested, 0.59% active; AID 873;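 active = inhibition of 40% or more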;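 also: 0% = enzyme controls without compound and 100% = no-enzyme blanks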
Target sequence (Q9Y337 67-293 limits assumed): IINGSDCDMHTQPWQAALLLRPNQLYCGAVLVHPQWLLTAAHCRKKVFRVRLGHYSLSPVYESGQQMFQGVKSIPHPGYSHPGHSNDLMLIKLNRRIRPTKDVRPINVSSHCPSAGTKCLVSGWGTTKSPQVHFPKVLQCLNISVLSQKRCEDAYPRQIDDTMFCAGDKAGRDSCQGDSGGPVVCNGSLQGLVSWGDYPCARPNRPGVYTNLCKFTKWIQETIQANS
Active calls of the source: *; · = no result given; [ ] = dose if it differs, or a comment.

PERK inhibitor | p97 ATPase inh | SMILES | Wee1 stabilizer | FXIa inh 1536 | Furin inhibitor | FXIIa inh | thrombin 1536 | Cl transport mod | hK5 inh
0.5 | 1 | CCN(CC)c1ccc([C@H]2[C@@H]3CCCC[C@]3(O)CCN2CC(=O)NCc2ccco2)cc1 | 4 | -1 | -27 | 13 | -4 | -2.1 | 31
1.7 | 1 | CN1CCC(N(C)C(=O)COc2ccc(S(=O)(=O)N3CCOCC3)cc2)CC1 | 6 | 3 | -17 | 4 | -10 | -0.15 | 2
-0.2 | 5 | COc1ccc([N+](=O)[O-])cc1N(CC(=O)N1CCCCC1)S(C)(=O)=O | 1 | 2 | -18 | 15 | 0 | · | 15
-0.5 | 8 | COc1ccc(CCn2c(C)nc3c(c(=O)c4ccccc4n3C)c2=O)cc1 | -1 | -4 | -14 | 5 | 5 | -1.3 | -3
1.2 | 3 | CCOc1ccccc1NC(=S)NCc1ccco1 | 12* | -2 | -18[20 µM] | 18 | 17 | -0.15 | 45*
3.4* | 6 | COc1ccc2c(c1)c(=O)oc1cc(O)ccc12 | 3 | 2 | -26 | 3 | 0 | -0.49 | 0
1.8 | 2 | Cn1c(=O)c2c(nc(Br)n2C)n(C)c1=O | -1 | -3 | -27 | 9 | -1 | 0.28 | -5
-0.8 | 2 | CC1CN(C(=O)c2nn(C)cc2[N+](=O)[O-])CC(C)O1 (centres undefined) | -3 | 8 | -18[20 µM] | 13 | -1 | 1.2 | 5
-0.5 | -2 | C=C(C)CSc1nnc(CCCCCNC(=O)OC(C)(C)C)o1 | -2 | -1 | 6 | 6 | -2 | 0.59 | -2
0.2 | 2 | COc1ccccc1-n1cc(C(=O)c2cc(Cl)ccc2O)cc(C#N)c1=O | -1 | -7 | -8 | -1 | -14 | -2.6 | -1
-0.3 | -4 | CC(C)(C)c1cc(C(=O)N/N=C/c2ccco2)n[nH]1 | -1 | -11 | -1 | 3 | -7 | -0.058 | -6
0.4 | -1 | CSc1nsc(SCC(=O)N2CCCc3ccccc32)n1 | -3 | -12 | -1[20 µM] | -10 | 16 | -0.23 | -20
0.5 | 0 | CCCCC(=O)Nc1ccc(Br)cn1 | 0 | -4 | -27[20 µM] | 5 | 0 | · | 5
-0.3 | -6 | CCOc1ccc(C(=O)N/N=C/c2ccc(SC)cc2)cc1 | 4 | -4 | -9 | 3 | -5 | -0.041 | -9
0.6 | 1 | Cc1c(NC(=O)C(C)Sc2ncnc3ccccc23)c(=O)n(-c2ccccc2)n1C (centres undefined) | -4 | 11 | -13 | 6 | -7 | 1.2 | -7
0.0 | 1 | CCOC(=O)COc1nc(-c2ccc(C)cc2)cc(-c2ccco2)c1C#N | 4 | -3 | -24 | -5 | -4 | 0.33 | -2
0.8 | 5 | Cc1ccc2cc(CN(CC3CCCO3)S(=O)(=O)c3c(C)ccc4nsnc34)c(=O)[nH]c2c1 (centres undefined) | -1 | 8 | -11 | 11 | 3 | · | -21
-0.9 | -3 | CC(=O)c1ccc(N2CCN(C(=O)c3nn(Cc4ccccc4)c(=O)c4ccccc34)CC2)cc1 | 1 | -9 | -8 | 5 | -18 | -2 | -6
0.4 | -3 | O=C(Nc1cccc(-c2nnc(-c3ccccc3)o2)c1)C1CCCCC1 | 1 | 0 | -13[20 µM] | 6 | 0 | 0.0036 | -10
-0.7 | 4 | CCC(CC)NC(=O)/C=C/c1ccccc1Cl | 6 | -3 | -9 | -1 | -8 | -0.58 | -23
0.1 | -2 | CCO[C@@H]1OC(C(=O)N2CCN(C)CC2)=C[C@H](C2CCCCC2)[C@H]1CCCO | 7 | -1 | -11 | 15 | -4 | -0.16 | 0
-1.1 | 8 | c1ccc2c(c1)COC(CNC1CCCCC1)OC2 | 1 | -4 | -24 | 10 | 1 | -0.89 | -13
-0.9 | -8 | COc1cc(OC)cc(C(=O)Nn2cc(C(=O)Nc3c(F)cccc3F)c3ccccc3c2=O)c1 | -1 | 7 | -5 | 3 | -8 | -0.39 | -14
0.6 | 5 | Cc1[nH]c2ccccc2c1C(c1ccncc1)N1CCCCC1 (centres undefined) | -3 | -17 | -16 | 5 | -9 | -0.11 | -8
-0.4 | 3 | Cc1ccc(C2CC(c3cccs3)=NN2C(=O)CSc2nc3ccccc3o2)cc1 (centres undefined) | -1 | 10 | -24 | 14 | 2 | -0.55 | -21
-1.2 | -6 | O=c1cc[nH]c2cc(C(F)(F)F)ccc12 | -1 | -7 | -16 | 1 | -8 | · | -21
-0.6 | 1 | Cc1ccc(N(CC(=O)N2CCN(C3CCCCC3)CC2)S(=O)(=O)c2cccnc2)cc1 | -4 | 4 | -20 | 14 | 5 | 0.78 | 0
0.9 | 11 | C[C@H]1CC[C@H]2C(=O)N[C@H](Cc3ccccc3)C(=O)N2[C@@H]1c1ccccc1 | -1 | 9 | -21 | 19 | 2 | -0.37 | -4
1.7 | 4 | COc1c(Cl)ccc(Cl)c1C(=O)OCC(=O)O | 0 | 10 | -21 | 12 | -1 | 0.95 | -4
1.0 | 3 | Cc1noc(C)c1S(=O)(=O)N(C)Cc1ccccc1 | 1 | -5 | -27 | 2 | 13 | 0.031 | -5
-1.0 | -10 | O=C(c1ccccc1)N(Cc1ccc(F)cc1)Cc1nc2ccccc2c(=O)[nH]1 | -2 | 7 | -1[20 µM] | 11 | 1 | 0.96 | -16
-0.3 | 7 | O=C1c2oc3ccccc3c(=O)c2C(c2cccc(F)c2)N1CCCO (centres undefined) | 0 | -7 | -24 | 51* | -2 | 6.7* | -3
2.6 | 2 | Nc1nc(SCC(=O)Nc2ncc(C(F)(F)F)cc2Cl)n[nH]1 | 4 | -5 | -17 | 3 | -1 | 1.1 | -8
0.1 | -5 | COc1ccc2nc(SCC(=O)N3CCNC3=O)[nH]c2c1 | 9.0* | 0 | -13 | 5 | 1 | 1.2 | 4
-0.5 | 3 | Cc1ccccc1OCCNc1cc(N2CCNCC2)ccc1[N+](=O)[O-] | 1 | 2 | -4 | 9 | -7 | · | 4
0.2 | -4 | CC(=O)c1ccc(OCCOc2ccc(Cl)c3cccnc23)cc1 | -3 | -10 | -21 | -10 | -2 | -1.6 | -31
0.8 | 1 | CC(C)(C)NCC1(CO)SC(N)=NC1=O (centres undefined) | -2 | -9 | -22 | 1 | -5 | 0.018 | -25
0.5 | 4 | COc1ccccc1NC(=O)CSc1nnc(Cn2cnc3ccccc32)o1 | 5 | -4 | -13 | -2 | -9 | · | -6
1.8 | 0 | Cc1cc(C)n(C2CC(=O)N(c3cc(Cl)cc(Cl)c3)C2=O)n1 (centres undefined) | 2 | 5 | -14 | 10 | -2 | -0.25 | -7
-0.2 | 0 | CN(C)C(=O)c1cccn(Cc2cccc(C(F)(F)F)c2)c1=O | 1 | 0 | -29 | 6 | -1 | -0.0083 | 5
1.0 | 9 | O=C(NNC(=O)c1c(F)cccc1F)c1ccccc1OC(F)(F)F | 0 | -7 | -10 | 4 | -1 | -0.024 | -7
-0.3 | 4 | Cc1cccc(C)c1NC(=O)COc1ccccc1C(=O)Nc1ccc(Br)cn1 | -3 | 2 | -8 | 4 | -13 | -1.7 | -20
1.6 | 6 | C/C(=N\NC(=O)c1ccc(O)cc1)c1ccc(N2CCOCC2)cc1 | 0 | 1 | -19 | 5 | -3 | 0.55 | 11
0.0 | 4 | CCCOC(=O)C1=C(C)NC2=C(C(=O)CC(C)(C)C2)C1c1cccnc1 (centres undefined) | -2 | 3 | -35 | 6 | 0 | -0.35 | -20
-1.2 | -21 | CCn1c(/C=C/c2ccccc2)nc2ccccc21 | -2 | -5 | -4[20 µM] | -18 | -7 | · | -1
-0.8 | -2 | Cc1cccc(N2C(=O)CN=C2Nc2nc(C)cc(C)n2)c1 | -4 | 16 | -26[20 µM] | 28 | 3 | · | -1
0.8 | 2 | COc1ccccc1NC(=O)Cn1nnc(-c2ccccc2NC(=O)c2cc3ccccc3oc2=O)n1 | 2 | -1 | -12[20 µM] | 4 | -2 | · | 1
-0.7 | -2 | CCc1cc(C(=O)c2ccc(OC)cc2)c(NC(=O)CN2CCCCC2)s1 | -3 | 0 | -10 | 9 | 2 | 0.36 | -4
-0.2 | 1 | COc1ccc(N2CCn3c2nc2c3c(=O)n(CCc3ccccc3)c(=O)n2C)c(OC)c1 | -1 | -2 | -26 | 13 | 1 | -1.3 | 3
0.7 | 2 | COc1ccccc1NC(=O)c1csc2c1CCC(C)C2 (centres undefined) | 1 | -6 | -23 | 5 | 0 | -0.68 | -4
-0.1 | 4 | Cc1sc2ncnc(SCC(=O)NC(=O)NCc3ccco3)c2c1C | -2 | -2 | 5[20 µM] | 9 | -3 | 1.2 | -17
0.2 | 1 | C=CCCCCc1nc2ccccc2c(=O)n1N | 1 | -2 | -28 | 2 | -4 | -1.7 | -17
-0.3 | -1 | Cc1cc(C)c(Cn2c(=O)n(CCCC(=O)NCc3ccco3)c(=O)c3sccc32)c(C)c1 | 0 | 2 | -22[20 µM] | -14 | -2 | -1 | -9
0.1 | -1 | CN1CCN(C(=S)C(=O)Nc2ccc(Br)cc2)CC1 | 3 | -1 | -29 | 10 | -8 | 1.4 | -1
0.3 | 2 | CCNC(=O)COc1ccc(-c2ccccc2)cc1 | 2 | -2 | -15[20 µM] | 5 | -5 | 0.57 | -1
-0.5 | -1 | CC(=O)Nc1cccc(C(=O)OCC(=O)NCc2ccc(F)cc2)c1 | 1 | -3 | -15 | 3 | -4 | -0.33 | 11
· | · | CCC1=C2CC[C@H]3C(=O)N(C)C(=O)[C@H]3[C@H]2[C@@]2(Cc3ccccc3)C(=NCC(=O)OC)OC(=O)N2C1=O | · | 1 | -28 | 5 | -1 | -0.013 | 2
-1.4 | 6 | COc1cc(/C=C2\SC(=S)N(NC(=O)c3cccnc3)C2=O)ccc1O | -1 | 1 | -4 | 1 | -3 | -2.3 | 5
0.1 | 8 | CCC(C)C(NC(=O)c1ccccc1NC(=O)c1ccccc1)C(=O)N1CCOCC1 (centres undefined) | 4 | 2 | -13 | -1 | -9 | 0.96 | -16
1.0 | 2 | Cc1cc(Cl)c(S(=O)(=O)NCC2CCCO2)cc1OCC(N)=O (centres undefined) | 0 | 8 | -13[20 µM] | 10 | 14 | 0.27 | 39

Three structures out of the list, arranged by molar mass, ascending.
PERK inhibitor | p97 ATPase inh | SMILES | Wee1 stabilizer | FXIa inh 1536 | Furin inhibitor | FXIIa inh | thrombin 1536 | Cl transport mod | hK5 inh
0.2 | 1 | C=CCCCCc1nc2ccccc2c(=O)n1N | 1 | -2 | -28 | 2 | -4 | -1.7 | -17
0.3 | 2 | CCNC(=O)COc1ccc(-c2ccccc2)cc1 | 2 | -2 | -15[20 µM] | 5 | -5 | 0.57 | -1
0.1 | -1 | CN1CCN(C(=S)C(=O)Nc2ccc(Br)cc2)CC1 | 3 | -1 | -29 | 10 | -8 | 1.4 | -1

Additional records follow.
PERK inhibitor | p97 ATPase inh | SMILES | Wee1 stabilizer | FXIa inh 1536 | Furin inhibitor | FXIIa inh | thrombin 1536 | Cl transport mod | hK5 inh
0.5 | -2 | COCCCNC(=O)CC(C)c1ccccc1 (centres undefined) | 0 | 4 | 3 | 12 | 1 | 1.5 | -4
-0.1 | 0 | COc1cc(Cl)c(C)cc1NC(=O)COc1cc(C)nc(C(C)C)n1 | 0 | -3 | -21 | -3 | -6 | 0.28 | -5
-0.2 | 6 | O=C(CN1C2=NCCN2c2ccccc21)c1ccc2c(c1)OCO2 | 0 | -7 | -10 | 4 | -4 | -0.35 | -11
-0.7 | -6 | COCc1nnc(SCC(=O)NCc2ccccc2)n1-c1ccccc1 | -2 | 2 | -7[20 µM] | 7 | 1 | 0.67 | -4
0.1 | -1 | O=[N+]([O-])c1ccc(S(=O)(=O)NCCc2ccncc2)cc1 | -1 | 0 | -15 | 8 | 2 | -0.12 | 1

Screening results as filed in PubChem BioAssay.
